Screening data deposited in PubChem by National Center for Advancing Translational Sciences (NCATS).
TRb SRC2 PPI – TRbeta-SRC2 interaction inhibition | AID 1469 | TRbeta-SRC2 peptide binding, fluorescence polarization; receptor liganded with 1 µM T3 | hit rate 0.065% among 280,000 | Potency, µM (doses to about 106 µM), for the others: at the top dose activity change, negative = inhibition, actives largely listed as inhibitors | P10828;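 further: plate controls were bound peptide for no effect and peptide without receptor for full effect; nearly all actives have a fitted effect of over 50% in size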
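Assay buffer: 20 mM Tris-HCl, 100 mM NaCl, 10% glycerol, 1 mM EDTA, 0.01% NP-40, 1 mM DTT, 1 uM T3, 5% DMSO; TRb LBD 0.6 uM, Texas Red SRC2 20 nM; FP after 5 hr.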
Tau fibril ThT – inhibitors of human tau fibril formation, thioflavin T binding; recombinant tau K18 P301L, heparin-induced fibrillization, ThT fluorescence; P10636; hit rate 2.1% among 270,000; Potency, µM (titrated, usually from 57.4 µM), inactives show at the highest dose activity, negative = inhibition, hits mostly inhibitors; AID 1460; further: nearly all actives have a fitted effect of over 55% in size
Target sequence (P10636 561-689 P618L limits assumed): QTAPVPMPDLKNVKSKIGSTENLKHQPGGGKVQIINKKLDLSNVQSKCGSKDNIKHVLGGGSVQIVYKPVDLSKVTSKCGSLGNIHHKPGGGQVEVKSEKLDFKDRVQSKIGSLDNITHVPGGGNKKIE
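Heparin-induced fibrillization of the P301L-mutant K18 repeat-domain fragment of human tau was followed by ThT binding in quantitative high-throughput format.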
Tau fibril FP – inhibitors of human tau fibril formation; AID 1468; Potency, µM (top dose mostly 57.7 µM), inactives show at the highest dose activity, negative = inhibition, most hits filed as inhibitors; K18 P301L tau heparin fibrillization, Alexa594 FP, 6 h; hit rate 0.39% among 280,000; further: nearly all actives have a fitted effect of over 55% in size
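Human K18 P301L fragment (15 uM unlabeled plus 0.24 uM Alexa 594-labeled) in 100 mM sodium acetate pH 7 with compound, aggregation induced by 20 uM heparin for 6 hr at 37 C. ThT (30 uM) added for 1 hr, then Alexa 594 FP read.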
TR SRC2 fluor cs – alters Texas Red total fluorescence, flagging assay interference; TRb/SRC2 Texas Red total fluorescence interference; Potency, µM (series often up to 106 µM), for the others: at the highest dose fluorescence change, negative = quenching; hit rate 0.29% among 280,000; active means well fitted curve in either direction with a large enough effect; inconclusive means small, poorly fitted or top-dose-only effect
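Flags fluorescent or light-absorbing compounds by total fluorescence, S + 2P, at 555 nm excitation and 632 nm emission. Mixture: 20 nM Texas Red SRC2 peptide, 0.6 uM human TRb LBD, 1 uM T3, 5% DMSO; compound exposure 5 h at ambient temperature.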
ALDH1A1 inh – ALDH1A1 (human) enzyme inhibition | P00352 | Purified ALDH1A1, NADH fluorescence, propionaldehyde substrate | Potency, µM (doses to about 75.3 µM), inactives show at the highest dose activity, negative = inhibition, hits mostly inhibitors | hit rate 7.3% among 220,000; active means well fitted inhibition curve with a large enough effect, not every such curve was filed as active; inconclusive means small, poorly fitted or top-dose-only effect, or another doubt; inactive means no such curve, though single readings can be large or run the other way;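 further: plate controls were no enzyme wells and a reference inhibitor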
Tau fluor cs – counter-screen for tau fibril formation inhibitors; tau K18 P301L Alexa594 fluorescence, heparin fibrillization; Potency, µM (top dose mostly 57.7 µM), inactives show at the top dose activity change, negative = decrease; hit rate 0.93% among 280,000; further: nearly all actives have a fitted effect of over 55% in size
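Human tau K18 P301L (15 uM unlabeled, 0.24 uM Alexa 594-labeled) in 100 mM sodium acetate pH 7 with 20 uM heparin, 6 hr at 37 C. ThT 30 uM added, 1 hr ambient; Alexa 594 FP and total fluorescence read at 555/632 nm.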
L3MBTL1 inh – inhibitors of human L3MBTL1; Q9Y468; AID 485360; Potency, µM (series often up to 57.1 µM), inactives show top-dose activity, negative = inhibition, usual class: inhibitors; AlphaScreen L3MBTL1–H3K9me1 peptide binding; hit rate 0.66% among 230,000; further: nearly all actives have a fitted effect of over 60% in size
Target sequence (Q9Y468 whole entry, looked up): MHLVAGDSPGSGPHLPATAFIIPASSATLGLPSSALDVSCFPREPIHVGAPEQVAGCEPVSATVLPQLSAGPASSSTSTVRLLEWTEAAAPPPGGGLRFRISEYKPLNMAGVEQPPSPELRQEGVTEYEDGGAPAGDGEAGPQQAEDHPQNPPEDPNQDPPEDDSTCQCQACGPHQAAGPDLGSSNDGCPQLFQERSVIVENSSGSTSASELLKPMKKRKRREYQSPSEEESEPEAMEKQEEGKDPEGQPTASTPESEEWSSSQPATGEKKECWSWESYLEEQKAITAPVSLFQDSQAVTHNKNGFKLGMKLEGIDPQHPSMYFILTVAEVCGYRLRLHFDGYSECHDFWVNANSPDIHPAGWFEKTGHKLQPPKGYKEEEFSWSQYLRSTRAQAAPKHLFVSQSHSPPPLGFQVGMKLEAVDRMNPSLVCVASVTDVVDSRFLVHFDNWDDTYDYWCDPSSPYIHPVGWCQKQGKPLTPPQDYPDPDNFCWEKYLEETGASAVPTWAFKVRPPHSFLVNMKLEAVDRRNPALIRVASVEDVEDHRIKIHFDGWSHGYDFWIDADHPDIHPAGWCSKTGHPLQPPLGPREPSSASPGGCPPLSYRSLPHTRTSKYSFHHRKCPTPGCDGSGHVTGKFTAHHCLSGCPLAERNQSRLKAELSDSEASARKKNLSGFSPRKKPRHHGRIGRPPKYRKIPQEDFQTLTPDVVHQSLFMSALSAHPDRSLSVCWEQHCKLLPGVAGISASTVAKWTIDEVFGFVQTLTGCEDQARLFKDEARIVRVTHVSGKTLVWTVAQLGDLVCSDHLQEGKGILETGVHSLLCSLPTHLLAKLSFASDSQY
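L3MBTL1 (50 nM) pre-complexed 30 min with biotinylated H3(1-15)K9me1 peptide (75 nM), then compounds added for 30 min at room temperature; AlphaScreen streptavidin donor/nickel chelate acceptor beads (10 ug/mL final) read after 30 min dark incubation.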
GLA spleen mod – alpha-galactosidase A (human) modulation. human spleen homogenate, 4MU-alpha-Gal fluorescence, 40 min. AID 2107. hit rate 0.008% among 240,000. P06280. Potency, µM (top dose mostly 80 µM), inactives show at the highest dose activity change, negative = inhibition, usual class: inhibitors;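 further: 0% = enzyme with vehicle and -100% = no enzyme basal signal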
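Human spleen homogenate (1 ug) as enzyme source, 4-methylumbelliferyl-alpha-D-galactopyranoside 1 mM final, citrate/phosphate pH 5.0 with 0.01% Tween-20. Compounds 40 min at 37C, NaOH/glycine stop; fluorescence Ex 365/Em 440, Hill-fit AC50.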
Active calls of the source: *; ? = inconclusive; nt = not tested or not shown; & = joins results of further samples; [ ] = dose if it differs, or a comment. Unless noted, the call rests on the fitted dose curve; in most records, active means well fitted curve in the direction sought with a large enough effect; inconclusive means small, poorly fitted or top-dose-only effect, or another doubt; inactive means no such curve, though single readings can be large; an effect the other way counts as inactive or inconclusive. Unless noted, on the % scale 0 is the no-effect control and ±100 the full control effect; potency means the concentration at half of the fitted maximal effect.

SMILES | TRb SRC2 PPI | Tau fibril ThT | Tau fibril FP | TR SRC2 fluor cs | ALDH1A1 inh | Tau fluor cs | L3MBTL1 inh | GLA spleen mod
Nc1nc(-c2ccccc2)cc(-c2ccccc2O)n1 | -9% | ? | ? | -2% | 2% | ? | 3% | -6%
CCCCCc1cc(=O)oc2c(C(CCN3CCCC(C)C3)c3ccc(OC)cc3)c(OC)cc(OC)c12 (stereo unspecified) | 2% | ? | -3% | -9% | nt | -1% | nt | 2%
O=C(c1cccc(F)c1)N1CCCN(C(=O)c2cccc(F)c2)CC1 | 4%[53 µM] | 6% | -3% | -3%[53 µM] | -7% | 8% | 3% | 0%
CCN(CC)C(=O)C(C)OC(=O)c1ccc(O)cc1 (stereo unspecified) | -16% | 2% | -5% | 1% | 0% | -5% | nt | -7%
COC(=O)C1CCCN1C(=O)COc1ccc(Br)cc1Cl (stereo unspecified) | 7% | -7% | 0% | -5% | ? | -2% | 6% | -10%
CC(=NCC1CCCO1)C1=C(O)CC(C)(C)CC1=O (stereo unspecified) | 7% | -9% | 1% | -4% | -11% | -7% | nt | -16%
Cc1cccc(C)c1NC(=O)C1CC(=O)N(C(C)C)C1 (stereo unspecified) | -1% | -3% | -7% | 0% | 9% | -3% | 3% | 3%
Cc1cccc(OCc2nnc(SCC(=O)NCCc3ccccc3)o2)c1 | -3% | ? | -1% | 1% | 12% | -17% | 8% | 3%
CC(C)N(C(=O)CSc1nc2ccccc2n1Cc1ccc(F)cc1)C(C)C | -2% | -21% | 3% | 1% | 25µM* | -8% | 4% | -3%
C=CCn1c(SCc2ccccc2Cl)nnc1-c1sc2nc(C)cc(C)c2c1N | 1% | ? | 4% | 2% | nt | -26% | 14% | 2%
CC1CCN(C(=O)CSc2nnc(Cc3cccn3C)n2CCc2ccccc2)CC1 | -1% | ? | -5% | 1% | ? | -8% | 3% | -7%
c1ccc(-c2nnc(OCC3CCCO3)c3ccccc23)cc1 (stereo unspecified) | 2% | -3% | 3% | -5% | -9% | 4% | 5%[11.4 µM] | -11%

Gathered by group: the entries above with a carbonyl joined to an NH by a bond outside any ring.
SMILES | TRb SRC2 PPI | Tau fibril ThT | Tau fibril FP | TR SRC2 fluor cs | ALDH1A1 inh | Tau fluor cs | L3MBTL1 inh | GLA spleen mod
Cc1cccc(C)c1NC(=O)C1CC(=O)N(C(C)C)C1 (stereo unspecified) | -1% | -3% | -7% | 0% | 9% | -3% | 3% | 3%
Cc1cccc(OCc2nnc(SCC(=O)NCCc3ccccc3)o2)c1 | -3% | ? | -1% | 1% | 12% | -17% | 8% | 3%

Following part
SMILES | TRb SRC2 PPI | Tau fibril ThT | Tau fibril FP | TR SRC2 fluor cs | ALDH1A1 inh | Tau fluor cs | L3MBTL1 inh | GLA spleen mod
O=C(Nc1ccc(S(=O)(=O)Nc2ccccc2)cc1)N1CCCC1 | -7% | -1% | 4% | -2% | nt | -7% | nt | nt
Cc1nn(-c2nc(-c3ccccc3)cc(C(F)(F)F)n2)c(C)c1Cl | 6% | 4% | -6% | -9% | nt | 3% | nt | nt
COc1cccc(C2NC(=O)NC(C)=C2C(=O)Nc2cccc(C)c2C)c1 (stereo unspecified) | 0% | -1% | 8% | -7% | ? | 13% | 7% | 5%
CCOc1ccc(NC(=O)N2CCN(c3nc4ccccc4s3)CC2)cc1 | 2% | ? | -7% | 2% | 2% | -11% | 0% | -7%
COC(=O)c1ccc(Oc2nc(SC)nc(N(C)C)n2)cc1 | 7% | -15% | 2% | -4% | nt | -12% | 67%[activator] | 0%
N#C/C(=C/c1ccccc1)c1nn(CCO)c(N)c1C#N | -3% | -22% | 9% | -2% | ? | -14% | -2% | 1%
COCCN1C(=O)C(=O)/C(=C(/O)c2ccc(S(=O)(=O)N3CCOCC3)cc2)C1c1cccc(O)c1 (stereo unspecified) | -1% | 2% | 0% | 2% | nt | 4% | 1% | 0%
CN(C)c1ccc(/C=C/C(=O)c2ccc3c(c2)OCCO3)cc1[N+](=O)[O-] | -4%[53 µM] | 3.5µM* | 5% | -5%[53 µM] | ? | ? | -12% | -4%
c1ccc(-c2nc(NCCCn3ccnc3)c3oc4ccccc4c3n2)cc1 | 5% | -6% | ? | -5% | 1% | ? | -9% | 3%
CC(=O)N1CCOc2cc(S(=O)(=O)NCc3ccccc3Cl)c(Cl)cc21 | 7% | -3% | -5% | -19% | nt | 3% | 2% | nt
Cc1ccccc1CC1(CO)CCCN(C(=O)c2ccccc2Cl)C1 (stereo unspecified) | 2% | -1% | 5% | -1% | -11% | -1% | 1% | 12%
COc1ccc(Oc2cc(C)c3cccc(C)c3n2)cc1 | -9% | ? | -11% | 1% | 6% | -25% | nt | -1%
CC(C)Cn1c(=O)c2sccc2n2c(CCCC(=O)NCCc3ccc(Cl)cc3)nnc12 | -2% | -6% | 5% | -2% | nt | -16% | nt | nt
O=C(NCC1CCCO1)c1ccccc1-c1nc(-c2ccc(Cl)cc2)no1 (stereo unspecified) | -1% | -9% | -6% | 0% | -5% | -9% | 6% | 2%
O=C(c1ccccc1)c1coc2ccc(O)c(Cl)c12 | 9% | 8% | 5% | 0% | ? | -12% | ? | -5%
Cc1cc(Br)ccc1SCC(=O)OCC(=O)NCc1ccc2c(c1)OCO2 | -1% | -13% | -1% | 0% | -11% | -22% | -3% | -15%
CCc1nn2c(=O)c(S(=O)(=O)Nc3ccc(C)cc3C)c(C)nc2s1 | 0% | ? | -5% | 0% | nt | -26% | nt | nt
O=C1CN(C(=O)Cn2ncc(Cl)c(Cl)c2=O)c2ccccc2N1 | 3% | ? | -8% | -1% | 3.2µM* | -6% | -25% | 10%
COc1ccc(NC(=O)Cn2c(=O)oc3cc(S(=O)(=O)NC(C)C)ccc32)cc1OC | -4% | -7% | -2% | 1% | nt | -7% | nt | nt
O=[N+]([O-])c1ccc(N=Cc2c(O)ccc3ccccc23)cc1 | -5% | nt | -6% | -2% | nt | -17% | nt | 5%
C=CCNC(=O)C1CC2Cn3c(nc4cc(C)c(C)cc43)C2N1C (stereo unspecified) | -2% | 2% | -8% | 0% | nt | 4% | nt | -5%
Cc1ccc(NC(=O)CSc2nc3ccccc3n2CC(=O)N2CCC(C)CC2)cc1C | 6% | -11% | 2% | -2% | nt | -19% | nt | nt
COc1cc(OC)cc(C(=O)N2CCN(C(=O)COc3ccc4ccccc4c3)CC2)c1 | -2% | -12% | -5% | 0% | ? | -5% | -7% | -3%
COc1ccc(-c2nc3cccc(C)n3c2NCC2CCCO2)cc1O (stereo unspecified) | 13%[53 µM] | ? | 2% | -1%[53 µM] | ? | -17% | -15% | -9%
COc1ccc(-c2nc(-c3cccs3)c(-c3cccs3)[nH]2)cc1O | 1% | 13µM* | -2% | -12% | ? | 13µM*[quencher] | nt | -3%
CCCCNc1nc(-c2ccccc2)cc(C(F)(F)F)c1C(N)=O | 12% | -5% | -8% | -1% | ? | -14% | 11% | 0%
COc1cccc(OC)c1OCCCCCc1c(C)n[nH]c1C | 1% | ? | 2% | -7% | -9% | -21% | 3% | 1%
COc1cccc(-c2cc(C(F)(F)F)nc(NCCc3ccccc3)n2)c1 | -5% | -14% | ? | -1% | nt | -23% | nt | nt
C[C@]12CCC3c4ccc(O)cc4CCC3C1CCC2OC(=O)CCC1CCCC1 (stereo partly specified) | -3% | -15% | ? | 0% | -5% | ? | nt | -9%
CCN(CC)c1ccc2c(O)cc(=O)oc2c1 | -2% | ? | -2% | 0% | ? | -25% | -19% | 9%
COc1ccc(NC(=O)CSc2nc(C)cc(C)n2)c([N+](=O)[O-])c1 | 1% | -13% | -1% | 1% | 10% | -15% | -3% | -3%
COc1ccccc1C(=O)Nc1cc2c(ccc3ccccc32)oc1=O | 0% | -7% | -9% | -1% | 10% | -5% | 6% | -6%
O=S1(=O)N=C2CCCCCN2C(c2ccncc2)N1 (stereo unspecified) | 0% | 7% | -4% | 1% | -5% | -4% | 5% | -6%
COC(=O)c1cc(Cl)ccc1NC(=O)Cn1c(C)cc(C)c(C#N)c1=O | -1% | -12% | -2% | 8% | nt | -9% | nt | nt
Cc1ccc(NC(=O)Nc2ncccc2C)cc1 | -21% | -4% | 0% | -1% | -12% | -6% | 34%[activator] | -11%
COc1ccc(-c2ccc3c(n2)CCCN3C[C@H](O)CN2CCCc3nc(-c4ccc(Br)cc4)ccc32)cc1 | -10%&-13%[11.2 µM] | ? | 6%&8%[11.6 µM] | ? | -14%&-17%[13.5 µM] | -18%&-14%[11.6 µM] | nt | 0%&2%[17.5 µM]
CCc1ccc(NC(=O)Cn2c(=O)n(CCC(=O)N3CCc4ccccc4C3)c(=O)c3ccccc32)cc1 | -17% | 13% | -9% | -67% | nt | -21% | nt | nt
CC(C)c1nc(C#N)c(NN)o1 | 3% | ? | -1% | -8% | nt | -12% | -2% | -4%
Cc1ccccc1OCC(=O)OCC(=O)c1ccc(OCc2ccccc2)cc1 | 7% | 9% | -2% | 2% | -1% | 6% | 29% | 5%
COC(=O)c1cn(-c2ccc(F)cc2)c(=O)c2ccccc12 | -5% | 3% | 1% | -6% | -6% | 1% | 5% | 3%
CCc1ccc2[nH]c(=O)c(CN(Cc3ccc4c(c3)OCO4)C(=O)c3ccco3)cc2c1 | 1% | -8% | -1% | 1% | -2% | 0% | -6% | -1%
C=CCN(CC=C)CCOc1ccc(OC(C)C)cc1 | -3% | -5% | 8% | -5% | ? | -1% | -7% | -7%
O=C(NNS(=O)(=O)c1ccc(F)cc1)C1CC(c2cccnc2)=NO1 (stereo unspecified) | 1% | 4% | 2% | 1% | ? | 5% | nt | 10%
Cc1cc(C(=O)OCC(=O)NCc2ccco2)c(C)n1-c1ccccc1 | -7% | -13% | -1% | -2% | -10% | -1% | ? | 0%
O=C(CCCNS(=O)(=O)c1cccc2nsnc12)NCCc1ccccc1 | 1% | -3% | 5% | -3% | -14% | 1% | 4% | -6%

Compounds as they come (roughly 8.5% active in at least one column).
